Pin1 inh: inhibitors of human Pin1; Q13526; Pin1 FP peptide displacement, HiFluor488, 10 min; Potency, µM (series often up to 115 µM), for the others: top-dose activity, negative = inhibition, most hits filed as inhibitors; 390,000 tested, 0.009% active; AID 504891; active means well fitted inhibition curve with a large enough effect in the polarisation, with a control signal flat, not every such curve was filed as active; inconclusive means small, poorly fitted or top-dose-only effect, or effect the other way, or a change in a side signal; inactive means no such curve, though single readings can be large or run the other way; the % refers to the polarisation; further: potency means the concentration at half of the fitted maximal effect; on the % scale 0 is the no-effect control and ±100 the full control effect
Pol eta inh: blocks human DNA polymerase eta activity; Q9Y253; recombinant Pol eta, fluorescent DNA replication assay; Potency, µM (series often up to 114 µM), for inactives: top-dose activity change, negative = inhibition, hits mostly inhibitors; 390,000 tested, 1.2% active; further: potency means the concentration at half of the fitted maximal effect; on the % scale 0 is the no-effect control and ±100 the full control effect
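Pol eta (10 nM) was preincubated with compounds for 15 min at room temperature, after which fluorescent replication substrate (50 nM final) was added to start the reaction. Fluorescence was read kinetically at 0 and 10 min.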
BAZ2B block: inhibitors of human BAZ2B bromodomain; Q9UIF8; AlphaScreen BAZ2B-H3K14Ac peptide displacement; Potency, µM (titrated, usually from 114 µM), for the others: at the top dose activity change, negative = inhibition, hits mostly inhibitors; 360,000 tested, 4.4% active; further: potency means the concentration at half of the fitted maximal effect; on the % scale 0 is the no-effect control and ±100 the full control effect; nearly all actives have a fitted effect of over 60% in size
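Inhibition is scored as reduced AlphaScreen emission. The BAZ2B/b-H3(5-23)K14Ac complex (50 nM each) in PBS pH 7.4, 0.01% Tween-20 meets compound (up to 110 uM) for 30 min at RT before bead addition.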
Tb PGK inh: T. brucei PGK inhibition; PGK/GAPDH coupled, Kinase-Glo luminescence, 60 min; Potency, µM (doses to about 57.5 µM), inactives show top-dose activity change, negative = inhibition, most hits filed as inhibitors; 380,000 tested, 0.043% active; AID 602233; further: potency means the concentration at half of the fitted maximal effect; on the % scale 0 is the no-effect control and ±100 the full control effect; nearly all actives have a fitted effect of over 60% in size
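Recombinant glycosomal PGK reaction used 1,3-bisphosphoglycerate generated in-well by GAPDH (100nM final) in 100mM TEA pH 7.6, 5mM MgCl2, 0.01% Tween-20. After 60 minutes at room temperature, ATP was read by Kinase-Glo Plus luminescence end-point.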
HP1b chromo inh: blocks HP1-beta chromodomain binding to methylated histone tails; AlphaScreen HP1-beta / biotin-H3K9me3 peptide binding; Potency, µM (highest dose often 114 µM), without a hit: at the top dose activity change, negative = inhibition, most hits filed as inhibitors; 390,000 tested, 0.56% active; further: potency means the concentration at half of the fitted maximal effect; nearly all actives have a fitted effect of over 70% in size; inactives centre near 23
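HP1-beta protein (50 nM final) preincubated 30 min at room temperature with biotinylated H3(1-18)K9me3 peptide (50 nM) in PBS pH 7.4, 0.01% Tween-20, then compound added for 30 min. AlphaScreen streptavidin donor/nickel chelate acceptor beads (10 ug/mL final), 30 min dark, luminescence read.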
JMJD2A Tudor: inhibitors of human JMJD2A Tudor domain. O75164. AlphaScreen JMJD2A-Tudor / H3K4me3 peptide binding. Potency, µM (doses to about 114 µM), for inactives: top-dose activity change, negative = inhibition, actives largely listed as inhibitors. 390,000 tested, 4.4% active. AID 504339; further: potency means the concentration at half of the fitted maximal effect; on the % scale 0 is the no-effect control and ±100 the full control effect; nearly all actives have a fitted effect of over 50% in size
Target sequence (O75164 whole entry, looked up, the tested form may be a part): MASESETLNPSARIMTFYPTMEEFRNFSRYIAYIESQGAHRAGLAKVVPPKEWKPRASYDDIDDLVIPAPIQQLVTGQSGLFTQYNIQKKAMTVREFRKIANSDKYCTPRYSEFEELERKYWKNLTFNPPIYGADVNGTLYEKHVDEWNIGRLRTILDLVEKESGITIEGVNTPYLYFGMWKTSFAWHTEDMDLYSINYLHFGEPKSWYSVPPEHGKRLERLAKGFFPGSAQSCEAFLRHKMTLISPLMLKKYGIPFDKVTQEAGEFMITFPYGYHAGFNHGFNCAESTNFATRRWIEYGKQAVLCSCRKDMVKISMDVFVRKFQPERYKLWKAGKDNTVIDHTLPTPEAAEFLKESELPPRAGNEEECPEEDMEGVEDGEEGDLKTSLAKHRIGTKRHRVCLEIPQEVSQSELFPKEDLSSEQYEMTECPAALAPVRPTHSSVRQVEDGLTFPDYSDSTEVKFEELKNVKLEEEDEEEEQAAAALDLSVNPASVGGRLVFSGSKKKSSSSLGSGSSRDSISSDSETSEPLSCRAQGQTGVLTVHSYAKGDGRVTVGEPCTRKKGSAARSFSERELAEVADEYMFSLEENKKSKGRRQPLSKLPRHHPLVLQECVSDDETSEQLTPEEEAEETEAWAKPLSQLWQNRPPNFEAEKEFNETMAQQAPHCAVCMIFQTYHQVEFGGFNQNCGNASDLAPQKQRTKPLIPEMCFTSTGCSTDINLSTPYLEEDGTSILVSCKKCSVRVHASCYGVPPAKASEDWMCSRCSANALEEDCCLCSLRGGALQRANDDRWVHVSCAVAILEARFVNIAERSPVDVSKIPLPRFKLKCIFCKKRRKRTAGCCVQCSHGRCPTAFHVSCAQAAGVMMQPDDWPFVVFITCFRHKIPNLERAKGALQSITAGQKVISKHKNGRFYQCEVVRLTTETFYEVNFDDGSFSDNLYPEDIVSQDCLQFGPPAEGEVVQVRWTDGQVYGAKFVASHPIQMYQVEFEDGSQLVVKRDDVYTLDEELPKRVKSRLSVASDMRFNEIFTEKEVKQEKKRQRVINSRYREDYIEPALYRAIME
PI4K2A block: blocks human PI4K2A kinase activity; purified PI4K2A, ADP-Glo luminescence, 1 h; hits give low values; activity change, negative = inhibition, % at 76.9 µM; 420,000 tested, 0.13% active; Q9BTU6; in the data active means activity change below about -50%; inconclusive means mostly about -30% to -49%;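 further: -100% = wells without enzyme as full effect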
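Compounds are screened against recombinant PI4K2A using PI as substrate and ATP, the latter dispensed at 300 microM. Reactions run one hour at ambient temperature before ADP-Glo detection; full inhibition defined by wells lacking enzyme.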
GLS inh: inhibitors of human glutaminase (GLS); Potency, µM (top dose mostly 45.5 µM), inactives show at the top dose activity change, negative = inhibition, usual class: inhibitors; 410,000 tested, 0.21% active; GLS enzymatic activity, qHTS titration; O94925; further: potency means the concentration at half of the fitted maximal effect; on the % scale 0 is the no-effect control and ±100 the full control effect
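hKGA in 45 mM KH2PO4 pH 8.2, 0.02% Tween-20 with pin-transferred compounds; 1 mM L-glutamine (stock) plus glutamate oxidase/HRP/Amplex Red coupling added. Fluorescence read initially and after 30 min at RT.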
G9a block: inhibitors of human histone lysine methyltransferase G9a | Q96KQ7 | G9a H3K9 monomethylation, AlphaScreen, 2 h | Potency, µM (top dose mostly 102 µM), for the others: at the top dose activity, negative = inhibition, usual class: inhibitors | 350,000 tested, 8.8% active | AID 504332; further: potency means the concentration at half of the fitted maximal effect; on the % scale 0 is the no-effect control and ±100 the full control effect; nearly all actives have a fitted effect of over 75% in size
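Step 1: enzyme (final 20 nM) with compound, 15 min RT. Step 2: substrate peptide 500 nM and SAM 20 uM, 2 h RT. Step 3: anti-H3K9me1 antibody and AlphaScreen beads, 10 min, then plate read.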
* marks the source's active call; other numbers are inactive results; i = inactive; ? = inconclusive; nt = not tested or not shown; [ ] = dose if it differs, or a comment. Unless noted, the call rests on the fitted dose curve; in most records, active means well fitted curve in the direction sought with a large enough effect; inconclusive means small, poorly fitted or top-dose-only effect, or another doubt; inactive means no such curve, though single readings can be large; an effect the other way counts as inactive or inconclusive.

SMILES	Pin1 inh	Pol eta inh	BAZ2B block	Tb PGK inh	HP1b chromo inh	JMJD2A Tudor	PI4K2A block	GLS inh	G9a block
CCCCN(C)C1CCN(C(=S)Nc2ccc(OCC)cc2)CC1	-4%	-11%	-9%	-12%	23%	-6%	-6	0%	-45%
O=C1CSC(=Nc2cccc(C(=O)O)c2)N1	0%	-5%	1%	-10%	11%	-14%	0	3%	nt
Cc1ccc(Cc2nnc3n(-c4ccccc4)nc(C(=O)c4ccccc4)n3c2=O)cc1	6%	-8%	-6%	-1%	11%	-25%	0	-2%	-5%[59 µM]
CN(CC(=O)Nc1ccccc1Cl)C(=O)C1CCN(C(=O)c2ccc(F)cc2)CC1	1%	-14%	15%	-5%	28%	-14%	2	0%	25%[12.7 µM]
CC1CCN(S(=O)(=O)c2ccc3c(c2)N(CC(=O)NCc2cccnc2)C(=O)CS3)CC1	-4%	-12%	2%	nt	5%	?	1	44%[activator]	-5%
CCn1nc(NC(=O)COC)c2cc3cccc(C)c3nc21	2%	-5%	51%[activator]	-12%	111%[activator]	69%[activator]	2	-2%	153%[activator]
COc1ccc(N2CCN(C(=O)COC(=O)c3nc(Cl)ccc3Cl)CC2)cc1	nt	-2%	nt	-7%	nt	nt	2	30%	nt
CN(NC1OC(=O)c2ccccc21)c1ccccc1[N+](=O)[O-] (stereo not drawn)	-10%	-11%	-15%	-1%	-4%	-22%	-1	16%	-37%
Cc1cccc(Nc2nc(Nc3cccc(C)c3)nc(N3CCOCC3)n2)c1	-3%	-12%	-19%	i	9%	-20%	6	-10%	-36%[59 µM]
COc1ccc(NC(=O)Cn2c(=O)n(-c3ccccc3)c(=O)c3oc4ccccc4c32)c(OC)c1	-8%	-7%	-13%	-7%	13%	-9%	-4	-3%	-37%[59 µM]
COc1ccc(-c2c(C)nn3c(N4CCN(c5ccccc5)CC4)cc(C)nc23)cc1OC	7%	-18%	-34%	-2%	8%	-32%	0	1%	-28%[59 µM]
CN(C(=O)c1cccc(NC(=O)Cc2cccc(NC(=O)C3CCN(C(=O)C4CCC4)CC3)c2)c1)C1CCC1	3%	-8%	nt	-4%	1%	-22%	-2	1%	nt
Cc1ccc(S(=O)(=O)N2CCN(C(=O)CSc3nc(N)cc(=O)[nH]3)CC2)c(C)c1	16%	-10%	?	-13%	32%	-15%	0	9%	-45%
COc1cccc(C2/C(=C(\O)c3ccc4c(c3)OCCO4)C(=O)C(=O)N2CCCn2ccnc2)c1 (stereo not drawn)	-10%	-17%	56µM*	-3%	20%	63µM*	9	9%	?
COc1ccc(CCNC(=O)CSc2nnc(CNC(=O)c3ccccc3F)o2)cc1OC	-13%	4%	2%	-3%	10%	-19%	-10	3%	?
CCN(CC)CCN(C(=O)c1ccc2c(c1)OCCO2)c1nc2c(Cl)cccc2s1	-5%	-13%	?	-8%	-15%	?	-3	2%	50µM*
Cc1ccc(CSc2nc3ccccc3c3nc(CCn4c(C)nc5ccccc54)nn23)cc1	-6%	-12%	-3%	-7%	31%	0%	4	2%	-6%[59 µM]
Cc1cccc(COCC(CC(C)C)N2CCN(C(=O)c3ccc(C(F)(F)F)cc3)CCC2=O)c1 (stereo not drawn)	2%	-13%	-5%	-2%	29%	-10%	1	-1%	?
CC(=O)c1c(N)nc2n(c1=O)CCCCC2	5%	-11%	4%	-6%	-4%	-5%[11.4 µM]	8	-16%	-42%[59 µM]
Cc1cc(NC(=O)C(C)SCC(=O)Nc2cc(C(F)(F)F)ccc2N2CCOCC2)no1 (stereo not drawn)	-1%	-1%	-2%	1%	3%	-11%	3	8%	-2%[0.501 µM]
COc1ccccc1NC(=O)CN1CCN(c2ccccc2F)CC1	-9%	-9%	-3%	-7%	34%	-1%	-9	5%	2%
CC1(C)CC2(CCO1)OC(=O)CC2C(=O)Nc1ccc(Br)cc1 (stereo not drawn)	-2%	-18%	0%	7%	26%	-2%	-4	7%	0%
O=C(Nc1ccc(C(=O)NN2C(=O)c3ccccc3C2=O)cc1)c1ccccc1	-3%	-4%	8%	5%	33%	-1%	1	-1%	-42%
CCOc1ccccc1C(=O)N[C@H](C(=O)NNC(=O)c1cccs1)C(C)C	-4%	-17%	nt	-3%	30%	-16%	1	12%	nt
C=CCN1C(=O)/C(=C\c2ccc(Oc3nc(N4CCOCC4)nc(N4CCOCC4)n3)c(OC)c2)SC1=S	1%	-9%	?	5%	-13%	?	8	10%	?

In the list so far, 5 have fluorine.
SMILES	Pin1 inh	Pol eta inh	BAZ2B block	Tb PGK inh	HP1b chromo inh	JMJD2A Tudor	PI4K2A block	GLS inh	G9a block
CN(CC(=O)Nc1ccccc1Cl)C(=O)C1CCN(C(=O)c2ccc(F)cc2)CC1	1%	-14%	15%	-5%	28%	-14%	2	0%	25%[12.7 µM]
COc1ccc(CCNC(=O)CSc2nnc(CNC(=O)c3ccccc3F)o2)cc1OC	-13%	4%	2%	-3%	10%	-19%	-10	3%	?
Cc1cccc(COCC(CC(C)C)N2CCN(C(=O)c3ccc(C(F)(F)F)cc3)CCC2=O)c1 (stereo not drawn)	2%	-13%	-5%	-2%	29%	-10%	1	-1%	?
Cc1cc(NC(=O)C(C)SCC(=O)Nc2cc(C(F)(F)F)ccc2N2CCOCC2)no1 (stereo not drawn)	-1%	-1%	-2%	1%	3%	-11%	3	8%	-2%[0.501 µM]
COc1ccccc1NC(=O)CN1CCN(c2ccccc2F)CC1	-9%	-9%	-3%	-7%	34%	-1%	-9	5%	2%

Next section.
SMILES	Pin1 inh	Pol eta inh	BAZ2B block	Tb PGK inh	HP1b chromo inh	JMJD2A Tudor	PI4K2A block	GLS inh	G9a block
Cc1ccc(-c2noc(CNC(=O)c3ccccc3)n2)cc1	-7%	-6%	0%	i	6%	-14%	1	-9%	1%[59 µM]
NC(=O)CSc1nnc(COc2ccccc2)n1Cc1ccco1	-1%	-6%	-2%	-7%	36%	1%	-2	-1%	nt
CC(C)(CNC(=O)c1cccc(S(=O)(=O)NCc2ccccc2)c1)N1CCOCC1	-7%	-14%	12%	0%	28%	-5%	-2	-2%	-32%
CC(NC(=O)c1cc(F)c(F)cc1Cl)C1CC2CCC1C2 (stereo not drawn)	-2%	-9%	9%	-9%	-7%	3%	-8	-29%	-12%
O=C(c1ccccc1F)N1CCN(S(=O)(=O)c2ccc3c(c2)OCCO3)CC1	14%	-3%	-3%	i	28%	4%	-1	-3%	14%
O=C1/C(=C/c2cccs2)Cc2ccccc21	5%	-14%	-1%	-15%	25%	8%	-14	2%	-19%
NC(=O)CC(NC(=O)Cc1ccc(Br)cc1)c1ccc(NC2CCC2)c([N+](=O)[O-])c1 (stereo not drawn)	11%	4%	-16%	-6%	15%	-23%	-21	17%	-15%[59 µM]
CC1CCCN(C(=O)COC(=O)c2ccc(=O)n(Cc3ccccc3)n2)C1 (stereo not drawn)	-1%	-6%	-1%	-3%	2%	-13%	-1	3%	-10%
O=C(Nc1cccc(Cl)c1)N1CCSc2ccccc21	-8%	-13%	-15%	0%	19%	-12%	8	-8%	4%[59 µM]
O=C(Nc1ccc2ccccc2n1)c1ccccc1	-2%	-22%	-2%	-14%	56%[activator]	7%	1	-12%	29%
Cc1ccn2c(=O)nc(SCC(=O)NCc3ccco3)nc2c1	-16%	?	-38%	-13%	9%	-24%	-6	55%[activator]	-27%[59 µM]
Cc1ccc(N(Cc2ccc(C(=O)NCC3CCCO3)cc2)S(C)(=O)=O)cc1C (stereo not drawn)	1%	1%	-17%	10%	5%	-8%	-3	-1%	4%
COc1cc(NS(=O)(=O)c2ccc3c(c2)CCN3S(C)(=O)=O)cc(OC)c1	1%	-15%	1%	i	27%[57 µM]	-15%	4	-7%	5%[59 µM]
CCN(CC)C(=O)c1scc2c1OCCO2	-1%	1%	-18%	-6%	55%[activator]	-19%	-12	11%	13%[2.33 µM]
Cc1cccc(NC(=O)/C(C#N)=C/c2ccc(C)o2)c1	?	-10%	-10%	-9%	26%	-14%	-2	-1%	-2%[59 µM]
CCOC(=O)c1sc2c(c1C)c(=O)n(Cc1ccccc1)c(=O)n2CCN(C)C	-9%	-18%	?	-7%	8%	?	-1	-7%	-32%[12.7 µM]
Cc1noc(C)c1C(=O)OCC(=O)c1c[nH]c2ccccc12	8%	9%	-7%	0%	21%	-12%	2	18%	?
Cc1ccc(C(=O)NC2CCN(S(=O)(=O)c3ccccc3F)CC2)cc1	2%	-9%	-2%	-12%	12%	-6%	-6	5%	-12%
Cc1ccc(C(C(=O)NC2CCCC2)N(C(=O)CCC(=O)Nc2cc(C)on2)c2ccccc2)cc1 (stereo not drawn)	0%	-3%	1%	-9%	38%[activator]	9%	-2	0%	8%[59 µM]
C/C(=N\NC(=S)NC(C)C)c1ccccc1OC(F)F	-1%	-13%	nt	-8%	2%	-20%	49	0%	4%

In the list so far, four have a furan ring, fused or not:
SMILES	Pin1 inh	Pol eta inh	BAZ2B block	Tb PGK inh	HP1b chromo inh	JMJD2A Tudor	PI4K2A block	GLS inh	G9a block
COc1ccc(NC(=O)Cn2c(=O)n(-c3ccccc3)c(=O)c3oc4ccccc4c32)c(OC)c1	-8%	-7%	-13%	-7%	13%	-9%	-4	-3%	-37%[59 µM]
NC(=O)CSc1nnc(COc2ccccc2)n1Cc1ccco1	-1%	-6%	-2%	-7%	36%	1%	-2	-1%	nt
Cc1ccn2c(=O)nc(SCC(=O)NCc3ccco3)nc2c1	-16%	?	-38%	-13%	9%	-24%	-6	55%[activator]	-27%[59 µM]
Cc1cccc(NC(=O)/C(C#N)=C/c2ccc(C)o2)c1	?	-10%	-10%	-9%	26%	-14%	-2	-1%	-2%[59 µM]

Bioassay records deposited in PubChem by National Center for Advancing Translational Sciences (NCATS).

Not all compounds are listed. The share of hits here may be higher or lower than overall.
